Screening results (PubChem)
N370S GC – inhibits or activates N370S mutant glucocerebrosidase; P04062; N370S GC spleen homogenate, 4MU-glucoside fluorescence; Potency, µM (top dose mostly 59.4 µM), without a hit: at the highest dose activity change, negative = inhibition, actives largely listed as inhibitors; AID 2101; 330,000 tested, 0.092% active;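 also: 0% = full enzyme activity and -100% = no enzyme basal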
TDP1 cell CPT – growth inhibition of DT40 Tdp1-/-;hTDP1 cells with camptothecin (screen for TDP1 inhibitors). chicken DT40 Tdp1-/-;hTDP1 cells + 20 nM CPT, ATP luminescence, 48 h. Potency, µM (titrated, usually from 46.2 µM), inactives show at the highest dose activity change, negative = growth inhibition, usual class: inhibitors. AID 686979. 420,000 tested, 12% active; also: nearly all actives have a fitted effect of over 55% in size
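Chicken DT40 Tdp1-/- cells complemented with human TDP1, 400 cells/well, exposed to compounds plus 20 nM camptothecin for at least 48 h at 37 C; viability read as ATP content by CellTiter-Glo luminescence.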
FEN1 inh – blocks human flap endonuclease 1 | 390,000 tested, 0.35% active | Potency, µM (doses to about 114 µM), for inactives: top-dose activity change, negative = inhibition, most hits filed as inhibitors | AID 588795 | Recombinant FEN1 flap cleavage, fluorescence, 15 min; also: nearly all actives have a fitted effect of over 65% in size
Target sequence (P39748 whole entry, looked up): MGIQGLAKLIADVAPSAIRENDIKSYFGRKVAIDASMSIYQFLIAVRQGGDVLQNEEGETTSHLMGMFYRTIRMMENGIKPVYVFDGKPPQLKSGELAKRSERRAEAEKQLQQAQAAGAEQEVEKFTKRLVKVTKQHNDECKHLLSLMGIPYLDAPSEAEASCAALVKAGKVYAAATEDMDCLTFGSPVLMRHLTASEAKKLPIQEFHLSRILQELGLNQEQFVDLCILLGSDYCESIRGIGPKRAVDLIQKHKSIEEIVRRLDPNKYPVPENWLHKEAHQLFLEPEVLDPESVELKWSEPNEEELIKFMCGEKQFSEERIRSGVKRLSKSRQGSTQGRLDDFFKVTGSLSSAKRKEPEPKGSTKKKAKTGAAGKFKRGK
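Enzyme 10 nM, 15 min RT preincubation with compound; start with substrate 50 nM final; reads at 0 and 15 min; qHTS titration, four-parameter Hill fit.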
Numbers without * were called inactive; ? = inconclusive; / = not tested or not shown; & = joins results of further samples; [ ] = remark or other dose. Calls follow the shape of the dose curve; as a rule, active = well fitted curve in the direction sought with a large enough effect; inconclusive = small, poorly fitted or top-dose-only effect, or another doubt; inactive = no such curve, though single readings can be large; an effect the other way counts as inactive or inconclusive. Unless noted, % is scaled to controls: 0 for no effect and ±100 for the full control effect; potency is read from the fitted curve at half-maximal effect. These rows are one share of the data. The share of hits here may be higher or lower than overall.

item	Structure	N370S GC	TDP1 cell CPT	FEN1 inh
1	CC1(c2cccc(Br)c2)NC(=O)N(CC(=O)Nc2ccc(S(N)(=O)=O)cc2)C1=O (stereo not drawn)	-9%	-3%	-2%
2	CCCCCCCCCCOC(=O)Cn1c(COc2ccccc2OC)[n+](C)c2ccccc21	-25%	1µM*	6%
3	CSCCC(NC(N)=O)C(=O)Nc1cccc(S(=O)(=O)N2CCOCC2)c1 (stereo not drawn)	-3%	0%	-1%
4	Cc1nc2nc(NC(=O)c3ccc(C(C)(C)C)cc3)[nH]n2c(=O)c1C	/	16%	7%
5	CCCCn1c(N)c(N(CCOC)C(=O)c2ccc(C)c(S(=O)(=O)N3CCOCC3)c2)c(=O)[nH]c1=O	-9%	-8%	-16%
6	CCOc1cccc(OCCOCCn2cnc3ccccc3c2=O)c1	7%	?	6%
7	Cn1c(SCc2ccc(F)cc2)nc2ccc(C(=O)NCc3cccc(Cl)c3)cc21	/	16µM*	-1%
8	O=C(Cc1ccc(Cl)cc1)c1ccccc1	/	3%	3%
9	Cc1ccc(Cl)cc1NC(=O)c1ccccc1OCC(=O)N1CCOCC1	2%	?	16%
10	COc1ccccc1N1CCN(CC(=O)Nc2ccc(CN3CCCCC3)cc2)CC1	2%	-2%	-4%

Whole records as entered above.
COc1ccccc1N1CCN(CC(=O)Nc2ccc(CN3CCCCC3)cc2)CC1 as listed: N370S GC: 2%; TDP1 cell CPT: -2%; FEN1 inh: -4%
CCCCCCCCCCOC(=O)Cn1c(COc2ccccc2OC)[n+](C)c2ccccc21 as listed: N370S GC: -25%; TDP1 cell CPT: 1µM*; FEN1 inh: 6%
CCCCn1c(N)c(N(CCOC)C(=O)c2ccc(C)c(S(=O)(=O)N3CCOCC3)c2)c(=O)[nH]c1=O as listed: N370S GC: -9%; TDP1 cell CPT: -8%; FEN1 inh: -16%

New compounds follow.
item	Structure	N370S GC	TDP1 cell CPT	FEN1 inh
11	CCCc1nc(SCc2ccccc2Cl)n[nH]1	3%	-11%	3%
12	Cc1ccc(OCc2nnc(SC(C)C(=O)O)n2-c2ccccc2)cc1 (stereo not drawn)	-10%	-22%	3%
13	Cc1ccc(N2CC(NS(=O)(=O)c3cc(F)ccc3F)CC2=O)cc1C (stereo not drawn)	-4%	-12%	-2%
14	CC(C)c1ccc(NC(=O)CCn2c(=O)c3cccn3c3ccccc32)cc1	/	21µM*	7%
15	CC1CN(C2CCCCC2)C(=S)N(c2ccccc2)C1=O (stereo not drawn)	/	-6%	-2%
16	CC(C)c1ccc(/C=N/NC(=O)c2nnn(-c3nonc3N)c2CN2CCOCC2)cc1	-1%	-23%	-7%
17	FC(F)(Cl)c1nnc2ccc(Sc3ccccn3)nn12	-3%	?	16%
18	O=C(c1cccnc1)N1CCN(c2ccc3ccccc3n2)CC1	-2%	-15%	-7%
19	Cc1ccc(NC(=O)C(C)OC(=O)c2ccc(NS(=O)(=O)c3ccc(F)c(F)c3)cc2)cc1 (stereo not drawn)	7%	?	-7%
20	O=C(NC(=S)Nc1ccc(NC(=O)c2cccs2)cc1)c1cc2ccccc2o1	6%	13µM*	7%
21	CC(NC(=S)Nc1cccc(C(F)(F)F)c1)C(C)(C)C (stereo not drawn)	9%	?	-25%
22	COc1ccc(OC)c(/C=C2\SC(=S)N(NS(=O)(=O)c3ccccc3)C2=O)c1	-15%	-12%	-2%
23	COc1ccc(S(=O)(=O)N2CCN(c3ccc4nnc(-c5ccccc5)n4n3)CC2)cc1	-14%	12µM*	-22%
24	CC(NC(=O)c1ccco1)C(=O)N1CCc2ccccc2C1 (stereo not drawn)	6%	-23%	-7%
25	NC(=S)Nc1cc(Cl)ccc1Cl	20%	15µM*	-18%
26	O=C(/C=C/c1cccc([N+](=O)[O-])c1)NCc1ccc2c(c1)OCO2	5%	-13%	6%
27	O=C(C1CC1)N1N=C(c2cccc(Br)c2)CC1(O)C(F)(F)F (stereo not drawn)	-7%	?	-4%
28	CC(C)Cn1c(O)c2ccc(C(=O)N=NC(=O)c3cccnc3)cc2c1O	-6%	-12%	1%
29	COc1ccc(S(=O)(=O)N2CCCCCC2)cc1C(=O)N(C)Cc1ccc(F)cc1	-1%	?	1%
30	COc1ccc(S(N)(=O)=O)cc1C(=O)OCCCC(=O)c1ccccc1	/	?	1%
31	O=C(CSc1ccc2c(c1)OCCO2)NC(=O)NC1CCCC1	6%	-15%	-14%
32	Cc1cccn2c(=O)c3cc(C(=O)NC(C)c4ccccc4)c(=N)n(CCCO)c3nc12 (stereo not drawn)	/	?	-17%
33	O=C(NC1CCCCC1)C(c1ccco1)N(C(=O)c1csnn1)c1ccc(Cl)cc1 (stereo not drawn)	-4%	?	-3%
34	CCOc1ccc(-n2c(-c3ccccc3)c[n+]3c2CCCCC3)cc1	1%	0.15µM*	-10%
35	COC(=O)C1=C(C(=O)OC)[C@@H]2N(C)c3ccc(OC)cc3[C@@]23C[C@@H](C(=O)OC)N(C(=O)NCCBr)C3=N1	/	-6%	-8%
36	Cc1cc(C)n2nc(SCC(=O)N(C(C)C)C(C)C)nc2n1	7%	0%	-3%
37	CC(C)(Oc1ccc(Cl)cc1)C(=O)Nc1c2c(nn1C(C)(C)C)CS(=O)(=O)C2	-2%	?	5%
38	COc1ccc(C(=O)Nc2ccc3oc(-c4cccnc4)nc3c2)cc1OC	5%	7.3µM*	49%&-3%[activator]
39	O=C(CSc1nnc(-c2ccccc2)o1)N1CCCC1	-3%	5%	0%
40	O=C(OCC(=O)N1CCCC1)c1cncc(Br)c1	1%	-2%	5%
41	CC(C)c1cnc2c(c1SCC(=O)c1ccccc1)c(=O)n(C)c(=O)n2C	/	?	-12%
42	COc1ccccc1CNC(=O)COC(=O)c1nccnc1N	?	-5%	-11%
43	S=c1[nH]nc(COc2ccccc2)n1/N=C/c1cccc(Br)c1	0%	?	-18%
44	CCOc1ccc(CCNC(=O)c2ccc(Cl)c(S(=O)(=O)N3CCOCC3)c2)cc1OCC	-7%	21µM*	-16%
45	COc1cccc(OC)c1C(=O)Nc1cccc(C(=O)Nc2cccc(C(=O)O)c2)c1	-8%	-13%	20%
46	Cc1ccccc1N1CCN(C(=O)c2ccccc2NC(=O)c2ccccc2C(=O)O)CC1	-1%	?	-3%
47	CCC(C(=O)NCC1CCCO1)N(Cc1ccc(F)cc1)C(=O)CNS(=O)(=O)c1ccccc1 (stereo not drawn)	-7%	1%	-3%
48	Cn1nnnc1SCCCNCc1cc(Cl)ccc1OCc1ccc(F)cc1	/	?	10%
49	O=S(=O)(CCOc1ccccc1)N1CCOCC1	-3%	3%	1%
50	CN(C)C(=O)c1ccc(-c2ccc3ncnc(N(C)C)c3c2)cc1	-11%	?	/
51	O=C(NCCc1ccccc1)c1c(O)c2ccccc2[nH]c1=O	-3%	?	22%
52	CCCc1[nH]nc2c1C(c1ccccc1OCC)C(C#N)=C(N)O2 (stereo not drawn)	24%	?	3%
53	Cc1cc(C)nc(NS(=O)(=O)c2ccc(N/C=C3\CCCC3=O)cc2)n1	-15%	14%	6%
54	CCCCOC(=O)C1=C(C)NC(=O)NC1c1ccc2c(c1)OCO2 (stereo not drawn)	/	?	-1%
55	CC(C)(C)c1nc(C(C)(C)C)c(Br)c(=O)[nH]1	10%	?	-1%
56	CCc1nc(SCC(=O)Nc2ccnc3ccccc23)n[nH]1	-4%	-10%	-4%
57	CCN1C(=O)c2ccccc2Sc2ccc(C(=O)O)cc21	-5%	20%	12%
58	Cc1ccccc1NC(=S)NCC(c1cccnc1)N(C)C (stereo not drawn)	8%	7%	5%
59	CCS(=O)(=O)N1CCc2cc(C(=O)Nc3cc(C(F)(F)F)ccc3Cl)ccc21	/	?	-7%
60	COc1cccc(Nc2nc(C)cc(C)c2C(N)=O)c1	-4%	-9%	10%

Sorted by molecular weight (highest first): part of the list above.
item	Structure	N370S GC	TDP1 cell CPT	FEN1 inh
59	CCS(=O)(=O)N1CCc2cc(C(=O)Nc3cc(C(F)(F)F)ccc3Cl)ccc21	/	?	-7%
57	CCN1C(=O)c2ccccc2Sc2ccc(C(=O)O)cc21	-5%	20%	12%
60	COc1cccc(Nc2nc(C)cc(C)c2C(N)=O)c1	-4%	-9%	10%

New compounds follow
item	Structure	N370S GC	TDP1 cell CPT	FEN1 inh
61	CCCn1c(=O)c(C(=O)N/N=C/c2ccc(F)cc2)c(O)c2ccccc21	-1%	9.2µM*	0%
62	CC(C)c1ccc(Nc2ncccc2C(=O)O)cc1	10%	3%	3%
63	CC1CCN(CCCn2c(SCC(=O)NC3CCCC3)nc3ccccc3c2=O)CC1	-4%	9%	-7%
64	CN(CC(=O)Nc1cccc(F)c1)C(=O)c1cccc(-n2cccc2)c1	0%	-7%	-14%
65	CCNc1ncc2nc(C)c(=O)n(Cc3ccc(F)cc3)c2n1	15%	1%	/
66	O=C(NCc1n[nH]c(=S)n1Cc1ccccc1)c1ccccc1	16%	-9%	7%
67	CCOC(=O)c1c(NC(=O)C(C)Sc2cn(CCNC(=O)c3ccccc3OC)c3ccccc23)sc2c1CCC2 (stereo not drawn)	/	18µM*	-2%
68	CCOC(=O)c1c(C)c(C(=O)Nc2ccc3c(c2)OCCO3)c(C)n1CC	1%	10µM*	-2%
69	COc1ccc2nc(Nc3ccccc3)sc2c1	-1%	-1%	-20%
70	O=C(c1ccccc1)c1ccc2nc(N3CCCCC3)c3nncn3c2c1	28%	23µM*	-7%
71	O=C(CN1CCc2ccccc21)NCc1ccccc1Cl	4%	-28%	-7%
72	Cc1ccc(C)c(OCC(=O)N(C)CC(=O)Nc2ccc(Cl)c(C(F)(F)F)c2)c1	/	?	-10%
73	CCOc1ccc(CC(C(=O)NN)C(=O)NN)cc1CN(C)C	-1%	3%	-1%
74	COc1ccc(OC)c(NC(=O)c2ccccc2NS(=O)(=O)c2cccc3cccnc23)c1	6%	3%	-3%
75	COc1ccc(NC(=O)C2CCCN(S(=O)(=O)c3ccc(F)cc3)C2)cc1 (stereo not drawn)	/	15µM*	18%
76	COc1cccc(/C=C2/SC(=S)N(CCCC(=O)Nc3ccc(O)cc3)C2=O)c1	-9%	?	15%
77	CC1CCCC(C)N1CCNC(=O)C1CCN(S(=O)(=O)N2CCCCC2)CC1 (stereo not drawn)	-5%	7%	2%
78	Cc1ncc([N+](=O)[O-])n1CCOC(=O)c1cc(Cl)cc(Cl)c1N	-1%	-5%	-23%
79	CC(OC(=O)Cc1c[nH]c2ccccc12)C(=O)N(C)c1ccccc1 (stereo not drawn)	-26%	?	-3%
80	COc1cc(C=O)ccc1OCC(=O)NC(C)(C)C	6%	23%	-2%
81	CC1CCN(C(=O)CSc2nc(N)c3c4c(sc3n2)CN(C)CC4)CC1	6%	?	-3%
82	COC(=O)c1c(NC(=O)/C(C#N)=C/c2ccc(OC)cc2)sc2c1CCC2	/	8%	6%
83	COc1ccc(-c2nnc(SCC(=O)N3CCCCC3)o2)cc1	-1%	5%&-10%	2%&3%
84	CCN(CC)C(=S)SCC(=O)NC12CC3CC(CC(C3)C1)C2	?	?	-5%
85	Cc1cc(=O)[nH]c(SCC(=O)Nc2ccc(F)cc2)c1C#N	-5%	-6%	-2%
86	COc1ccc(C)cc1NC(=O)Nc1nnc(N2CCCCC2)s1	/	?	12%
87	CSc1cccc(CN2CCC(Oc3ccc(C(=O)N4CCCCC4)cc3)CC2)c1	-3%	?	-19%
88	Cc1nc2cnc(N(C)C)nc2n(Cc2cccs2)c1=O	20%	-14%	/
89	CCc1ccc(-n2c(N3CCN(c4cccc(Cl)c4)CC3)nc3ccccc3c2=O)cc1	/	6.5µM*	7%
90	Cc1ccc(-n2nc3c(N4CCC(C(=O)NCc5ccc(C)o5)CC4)nnc(C)c3c2C)cc1	-4%	23µM*	?
91	CCOCCCNC(=O)C(NC(=O)c1ccc(NC(C)=O)cc1)c1ccccc1 (stereo not drawn)	-11%	7%	5%
92	O=C(O)c1cccc(NC(=S)NC(=O)c2ccc(-c3ccc(Cl)cc3)o2)c1	-3%	7%	?
93	COc1ccc(C(CNC(=O)COc2cc(C)ccc2Cl)N2CCCCC2)cc1 (stereo not drawn)	1%	?	4%
94	Cc1noc(C)c1S(=O)(=O)N1CCCC(C(=O)NCc2ccccc2Cl)C1 (stereo not drawn)	1%	-13%	3%
95	COc1ccc(-c2cc(C(=O)Nc3ccc(C)c(C)c3)no2)cc1	-1%	?	-7%
96	CCOC(=O)c1c(C)n(-c2ccccc2)c2ccc(OC(=O)c3ccccc3NC(=O)C(C)(C)C)cc12	/	?	-20%
97	COc1ccccc1C(=O)N(Cc1ccc(Cl)cc1)C1CCS(=O)(=O)C1 (stereo not drawn)	-5%	0%	-5%
